Compound activity deposited in PubChem BioAssay by Fisher Drug Discovery Resource Center.
mcGAS lum = blocks mouse cGAS activity. Q8C6L5. recombinant cGAS, Kinase-Glo ATP depletion luminescence. inhibition, % at 12.5 µM. 0.15% of 160,000 active. AID 1259399;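 note: 0% = negative control wells and 100% = reference inhibitor with no enzyme activity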
NPYLR7 ag = activates Aedes aegypti NPYLR7 receptor | HEK293T NPYLR7/Galpha15, GCaMP6s calcium fluorescence | activation, % at 10 µM | 0.15% of 270,000 active; in the data active = activation above about 40%;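 note: 0% = vehicle and 100% = reference agonist at the receptor; some compounds past the cut are filed as inactive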
hcGAS lum = human cGAS inhibition; AID 1259398; recombinant h-cGAS, ATP depletion, Kinase-Glo luminescence; Q8N884; inhibition, % at 12.5 µM; 0.081% of 290,000 active;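 note: 0% = vehicle reaction and 100% = reaction without DNA for no activity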
Target sequence (Q8N884 whole entry, looked up): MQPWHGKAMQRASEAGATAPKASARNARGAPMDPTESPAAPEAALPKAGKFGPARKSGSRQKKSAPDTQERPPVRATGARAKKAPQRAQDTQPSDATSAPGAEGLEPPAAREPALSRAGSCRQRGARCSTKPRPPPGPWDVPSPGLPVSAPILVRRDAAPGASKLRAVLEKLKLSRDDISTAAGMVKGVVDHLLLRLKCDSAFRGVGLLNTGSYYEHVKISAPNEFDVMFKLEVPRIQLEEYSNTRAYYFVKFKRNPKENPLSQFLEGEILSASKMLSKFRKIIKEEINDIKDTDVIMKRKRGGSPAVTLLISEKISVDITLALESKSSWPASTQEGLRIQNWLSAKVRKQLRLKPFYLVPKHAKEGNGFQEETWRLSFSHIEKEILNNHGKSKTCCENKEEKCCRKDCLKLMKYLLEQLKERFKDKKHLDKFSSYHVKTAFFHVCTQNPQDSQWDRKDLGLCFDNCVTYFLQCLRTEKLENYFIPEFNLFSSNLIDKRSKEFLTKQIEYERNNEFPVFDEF
The depositor's hits bear a star; / = no result given; & = joins results of further samples. Cut-off read from the data, not from the text of the source, unless noted: active = inhibition above about 40%; inactive = the rest.

SMILES | mcGAS lum | NPYLR7 ag | hcGAS lum
C#Cc1cccc(Nc2ncnc3cc(OCCOC)c(OCCOC)cc23)c1 | -6 | -17&-11 | -1&4
COc1ccc(C)cc1S(=O)(=O)NCc1ccco1 | / | 7 | -3
CCCOc1cc(Nc2ccc(NC(=O)C(CC)CC)cc2)nc(C)n1 | 1 | -2 | -2
Cc1cc(C)cc(NC(=O)c2ccccc2NS(=O)(=O)c2ccc(C(C)C)cc2)c1 | -5 | -4 | -2
CC1COCCN1C(=O)NCc1ccc(N(C)c2ccccc2)c(F)c1 (centres undefined) | / | 3 | -5
CCN(CC)C(=O)CSc1nc2ccccc2c(=O)n1CC(=O)OC | -8 | / | -9
COc1ccccc1/C=C/C=C1N=C(/C=C/c2ccccc2OC)OC\1=O | -6 | -10 | -1
O=C(CC1NC(=O)N(c2ccc(F)cc2)C1=O)NCCc1cccc(Cl)c1 (centres undefined) | / | 3 | -1
CCCCOc1ccc(C(=O)NC(C(=O)Nc2nnc(-c3cccc(OC)c3)s2)C(C)CC)cc1 (centres undefined) | -7 | 19 | -11
Cc1ncc2c(c1CNC(=O)Cc1ccsc1)CCN(C(=O)C(c1ccccc1)c1ccccc1)C2 | -9 | 9 | 0
Fc1ccc(CN2CCCn3cccc3C2c2ccccc2Cl)cc1Cl (centres undefined) | / | 7 | -2
CCC1(c2ccc(Cl)c(Cl)c2)NC(=S)N(c2ccc(C)c(C)c2)N1 (centres undefined) | / | 7 | 1
Cc1c(C(=O)N2CCN(C(=O)C(C)C)CC2)cc(-c2ccccc2)n1-c1ccccc1Cl | -5 | -10 | -10
COC(=O)c1ccc(CN2CCN(c3ccccc3Cl)C(=O)C2C)cc1 (centres undefined) | 0 | 3 | 2
CC(NCc1cc(Br)cs1)c1cccnc1 (centres undefined) | -6 | 8 | -10
O=C(c1cc2ccccc2[nH]1)N1CCC2(CCCN(Cc3cccnc3)C2=O)C1 (centres undefined) | / | 17 | -8
CCC(C(=O)N1CCC[C@@H]1C(=O)NCCCNC(=O)c1ccc(F)cc1)c1ccccc1 (some centres undefined) | -10 | 25 | -10
O=C(c1ccc(F)cc1)N(c1ccccn1)C1CCCCC1 | -4 | -3 | -5
CC(C)=CCN1CCN(Cc2ccc(C)s2)CC1CCO (centres undefined) | / | 1 | -4
CCN1CCC(N2CCC(C(=O)Nc3ccc(Oc4ccccc4F)cc3)CC2)CC1 | / | 14 | -9
Cn1cc(OCc2ccccc2)c(=O)cc1C(=O)Nc1ccc(Cl)cc1 | / | 1 | -5
Clc1ccc2c(NC3CC3)nc(-c3ccccc3Cl)nc2c1 | -7 | -3 | 13
CC(C)(C)c1ccc(C(=O)N2CCCC2(C)C(=O)O)cc1 (centres undefined) | / | -3 | -16
CC(CCc1ccccc1)NC(=O)CC1CSc2nc3c(c(=O)n21)CCCC3 (centres undefined) | / | -4 | -3
CCc1[nH]n(-c2ccc(Cl)c(Cl)c2)c(=O)c1C1=C(N(C)Cc2ccccc2)C(=O)N(Cc2ccccc2)C1=O | 2 | 3 | -1

Not a retest: entries from further up.
SMILES | mcGAS lum | NPYLR7 ag | hcGAS lum
CCC1(c2ccc(Cl)c(Cl)c2)NC(=S)N(c2ccc(C)c(C)c2)N1 (centres undefined) | / | 7 | 1
Cc1c(C(=O)N2CCN(C(=O)C(C)C)CC2)cc(-c2ccccc2)n1-c1ccccc1Cl | -5 | -10 | -10
COC(=O)c1ccc(CN2CCN(c3ccccc3Cl)C(=O)C2C)cc1 (centres undefined) | 0 | 3 | 2
CC(NCc1cc(Br)cs1)c1cccnc1 (centres undefined) | -6 | 8 | -10
O=C(c1cc2ccccc2[nH]1)N1CCC2(CCCN(Cc3cccnc3)C2=O)C1 (centres undefined) | / | 17 | -8
CCC(C(=O)N1CCC[C@@H]1C(=O)NCCCNC(=O)c1ccc(F)cc1)c1ccccc1 (some centres undefined) | -10 | 25 | -10

(more compounds)
SMILES | mcGAS lum | NPYLR7 ag | hcGAS lum
CC1CCN(c2nc3c(S(=O)(=O)c4ccccc4)nnn3c3ccsc23)CC1 | -5 | 5 | -5
Cc1nc2ncnn2c(C)c1CCC(=O)NC1(C)CCS(=O)(=O)C1 (centres undefined) | / | 10 | -4
CSc1nn(C(=O)CCl)c(N)c1S(=O)(=O)c1ccccc1 | -7 | -2 | -6
COc1ccc(OC)c(-c2ccc(=O)n(CCNC(=O)Nc3ccc(Cl)cc3)n2)c1 | / | 7 | 0
CCOC(=O)CC1C(=O)NCCN1C(=O)Nc1cc(OC)ccc1OC (centres undefined) | / | -5 | -5
CN(C)Cn1c(O)c(N=NC(=O)CON=Cc2ccccc2Cl)c2cc(Br)ccc21 | -6 | -1 | -5
COCCNC(=O)C1CCC(C)N(Cc2c(C)noc2C)C1 (centres undefined) | / | 5 | -8
COc1ccc(-n2c(-c3ccccc3)cc(C(=O)NCCCN3CCCCC3C)c2C)c(OC)c1 (centres undefined) | -3 | -1 | -4
O=C(NC1CCCC1n1ccnc1)c1nn(-c2ccccc2)cc1O (centres undefined) | / | 2 | -9
COC(=O)[C@@H]1C[C@@H](N(C)C)CN1C(=O)c1ccc2ncsc2c1 | / | 2 | -5
COC(=O)CCn1cc(C2CC(=O)Nc3c2cnn3Cc2ccccc2)cn1 (centres undefined) | -15 | 1 | -4
CC(=O)c1ccc(S(=O)(=O)NCCn2nc(-c3ccc(F)cc3)ccc2=O)cc1 | -7 | -1 | -10
O=C(CSc1nnc(CSc2nc3ccccc3s2)n1-c1ccccc1)NCCCO | -7 | -2 | -3
CC1=C(CCN2CC[C@@H](N(C)CCc3ccccn3)[C@H](O)C2)C(C)(C)CCC1 | / | -18 | 5
CCONC(=O)Cc1nnn(-c2ccccc2)c1C | -11 | 5 | -5
COC(=O)c1cccc(CC2(C)C(=O)Nc3c(Cl)ccc(Cl)c32)c1 (centres undefined) | -2 | -2 | -1
O=C1C(=Cc2cc(Br)ccc2F)SC(=S)N1CCN1CCOCC1 | -6 | -1 | -7
CCSc1nnc(N2C(=O)c3ccc([N+](=O)[O-])cc3C2=O)s1 | -5 | -6 | -4
C=CCCC(O)CN(CCOC)Cc1cccc(OC)c1 (centres undefined) | -6 | -3 | -8
Cc1nnnn1C(Cc1ccc(F)cc1)C(=O)O (centres undefined) | / | 2 | -5
CCCCCC1=CCCC1=NNC(=S)NCCOC | / | -9 | -4
Cc1cc(OC(=O)C2CC2)c([N+](=O)[O-])c(=O)[nH]1 | -7 | 1 | -8
COc1ccc(CN(C(=O)CCS(=O)(=O)C2CCCC2)C2CC2)cc1 | / | 2 | 0
Cc1cnc2c(Cl)c(C(=O)NCC(=O)NC(C)(C)C)nn2c1 | / | -4 | -5
Cc1cccc(C2CCCN2C(=O)NCCS(C)(=O)=O)c1C (centres undefined) | / | 5 | -5

Structures from the list above that contain bromine:
SMILES | mcGAS lum | NPYLR7 ag | hcGAS lum
CC(NCc1cc(Br)cs1)c1cccnc1 (centres undefined) | -6 | 8 | -10
CN(C)Cn1c(O)c(N=NC(=O)CON=Cc2ccccc2Cl)c2cc(Br)ccc21 | -6 | -1 | -5
O=C1C(=Cc2cc(Br)ccc2F)SC(=S)N1CCN1CCOCC1 | -6 | -1 | -7

Two of these compounds, reformatted.
SMILES,mcGAS lum,NPYLR7 ag,hcGAS lum
COc1ccc(C)cc1S(=O)(=O)NCc1ccco1,/,7,-3
CCCOc1cc(Nc2ccc(NC(=O)C(CC)CC)cc2)nc(C)n1,1,-2,-2

Next results
SMILES | mcGAS lum | NPYLR7 ag | hcGAS lum
Clc1cc(Br)ccc1OCc1nc(-c2ccccn2)no1 | -3 | 9 | -10
C/C(=C/C(=O)C(F)(F)F)NCc1ccco1 | -16 | -8 | -6
CCOC(=O)C1CCCCN1CC(=O)N1N=C(c2ccc(F)cc2)CC1c1ccccc1C (centres undefined) | -5 | 0 | -4
CCCCC1C(=O)N(C)CCN1C(=O)Nc1nc(-c2ccccc2)ns1 (centres undefined) | -9 | 7 | 0
CC(CN1CCC(n2cc(C3CCCC3)nn2)CC1)c1ccccc1 (centres undefined) | -9 | 8 | -6
Cn1c(=O)c([N+](=O)[O-])c(N2CCN(CCOc3ccc(Cl)cc3)CC2)c2ccccc21 | / | 7 | -6
CCN(CC)c1onc(-c2ccccc2)c1CNCc1ccccc1F | / | 12 | -3
CNC(=O)[C@@H]1[C@@H](c2ccccc2)CN2CCN(Cc3ccccn3)C[C@H]12 | -1 | 7 | -5
Clc1ccc(Sc2ccnc3cc(Cl)ccc23)cc1 | / | 2 | -8
CC1Cc2ccccc2N1Cc1cc(=O)c(OCC(=O)Nc2ccc(Cl)cc2)co1 (centres undefined) | -5 | -1 | 3
COC(=O)c1ccc(N2CN=C(c3ccc(C)cc3)NC2=S)cc1 | / | 2 | -8
Cn1c(=O)n(CN2CCN(S(=O)(=O)c3ccc(Cl)c(Cl)c3)CC2)c2ccccc21 | -10 | 7&4 | -4&-8
CNS(=O)(=O)c1ccc(CCC(=O)Nc2cnc3n2CCCC3)cc1 | -16 | 3 | -3
Fc1ccccc1-c1n[nH]c(=S)n1C1CCCC1 | -9 | -1 | -6&-10
O=C(Nc1ccc(N2CCCC2)c(C(=O)NCC2CCCO2)c1)c1ccc(Br)cc1 (centres undefined) | -5 | / | -2
C[C@@H](NC(=O)c1ccc2nc(-c3ccccc3)c(-c3ccccc3)nc2c1)C(C)(C)C | / | -10 | -6
Cc1cccc(-c2cccc(NC(=O)C3CCCN(C(=O)c4cccc(C)n4)C3)c2)c1 (centres undefined) | -9 | 8 | 0
COCCN(Cc1ccc(C)cc1)C(=O)c1ccc(CO)cc1 | -1 | 0 | 2
O=C(CCl)N1CCN(C(=O)c2cccs2)CC1 | 3 | -4 | -5
O=C(CC(=O)N1Cc2cc3c(cc2C2(CCCC2)C1)OCCO3)Nc1nccs1 | / | 1 | -3
O=[N+]([O-])c1ccccc1C1c2cccn2CCCN1Cc1ccoc1 (centres undefined) | -6 | 16 | -7
COCCCN(Cc1c(C)nn(-c2ccccc2)c1N1CCN(C)CC1)S(=O)(=O)c1ccc(OC)cc1 | -4 | 0 | -4
CCCn1c(N2CCN(CCCc3ccccc3)CC2)nc2c1c(=O)[nH]c(=O)n2C | -7 | 4 | -4
CN(Cc1ccsc1)Cc1nnc2n(C)c(=O)c3ccccc3n12 | / | 6 | -8
O=C1CC(c2ccco2)CC2=Nc3ccccc3NC(c3ccco3)C12 (centres undefined) | -8 | 14 | -4

Continuation.
SMILES | mcGAS lum | NPYLR7 ag | hcGAS lum
NC1(C(=O)NCC2CCN(Cc3nc4ccccc4[nH]3)C2)CCCC1 (centres undefined) | -16 | 6 | -4
CCCCCCn1c(SC(C)C(C)=O)nc2c1c(=O)[nH]c(=O)n2C (centres undefined) | / | 3 | -10
O=C(c1nnn(Cc2cccc(F)c2)c1-n1cccc1)N1CCN(c2ccccc2)CC1 | -5 | -3 | -6
Cc1cc(C)cc(OCC(=O)NNC(=O)C2COc3ccccc3O2)c1 (centres undefined) | / | -1 | -5
COc1ccc(OCC(O)CN(Cc2ccc(C)o2)C2CC2)cc1 (centres undefined) | -6 | 19 | -4
CCc1cc(-c2nccn2CCCc2nn[nH]n2)on1 | / | 13 | -7
O=C1NCCOCCCN(C(=O)NC2CCCCC2)[C@H]2CCC[C@@H]12 | -6 | / | -17
O=C1CCCN1CCSc1ccc(F)cc1F | / | 3 | -3
Cc1nn(-c2ccccc2)c2c1P(=O)(N1CCCC1)C(=C1N(C)c3ccccc3C1(C)C)C=N2 (centres undefined) | / | 8 | -6
COc1cccc(CCc2ccccc2C(=O)N2C[C@@H]3[C@H](C2)[C@H]2CC[C@@H]3O2)c1 | -12 | 8 | -5
CCn1ccc(C(=O)Nc2cc(C)nn2-c2nc3c(F)cccc3s2)n1 | -12 | -7 | -3
Cc1ccc2nc(C3CCCN3CCc3ccccn3)[nH]c2c1 (centres undefined) | -11 | 5 | -6
Cc1noc(C)c1S(=O)(=O)NCC1(c2ccccc2)CC1 | -8 | -3 | -9
COc1cccc(CN(Cc2ccc(F)cc2)CC(O)COc2ccccc2C)c1 (centres undefined) | -5 | 24 | -9
CCOC(=O)C1=C(C)NC(=O)NC1c1ccc(N(CC)CC)cc1 (centres undefined) | / | 3 | 0
COCCCNC(=O)c1cc(NC(=O)c2cccc3ccccc23)ccc1N1CCCC1 | -4 | 26 | -6
CCN1CCN(C(=O)c2cccc(OC3CCN(C(=O)C4CC4)CC3)c2)[C@@H](C)C1=O | / | 2 | 1&-6
CCSc1cc(C)nc2c(-c3ccccc3)c(C)nn12 | -8 | -1 | -3
O=c1cccnn1CCNS(=O)(=O)c1ccc(OC(F)(F)F)cc1 | / | 0 | -13
CC(=O)c1cc(C(=O)N2CCCC(C(=O)c3cccc(C(F)(F)F)c3)C2)cs1 (centres undefined) | / | 14 | -9
NC(=O)c1ccsc1NC(=O)c1ccc([N+](=O)[O-])s1 | / | -6 | 0
O=C(c1cccc(N2CCNC2=O)c1)N1CCOC(Cc2ccc(F)cc2)C1 (centres undefined) | -15 | / | -4
CCOC(=O)Cn1cnc(=O)c(C#N)c1C | / | 9 | -8
Cc1nn(CC(=O)Nc2ccc(O)cc2)c(=O)c2ccccc12 | -5 | 9 | -3
Cc1ocnc1C(=O)N[C@H]1C[C@H]2CN(C)CCN2C1 | / | -5 | 0
Cn1cc(-c2nc3c([nH]2)c(-c2ccccc2)nn3C)c(-c2ccccc2)n1 | / | 12 | -6
CCOc1cc(/C=C2\N=C(c3ccccc3)OC2=O)ccc1OC(C)=O | -6 | 12 | 3
CC(C)(C)c1csc(N(CC(=O)NC2CC2)c2ccc(Cl)cc2)n1 | -4 | / | -4
CCNC(=O)C1(C)CCN1Cc1cc(-c2ccccc2)n(C)n1 (centres undefined) | / | 3 | -12

Of the compounds above, these have a COOH group.
SMILES | mcGAS lum | NPYLR7 ag | hcGAS lum
CC(C)(C)c1ccc(C(=O)N2CCCC2(C)C(=O)O)cc1 (centres undefined) | / | -3 | -16
Cc1nnnn1C(Cc1ccc(F)cc1)C(=O)O (centres undefined) | / | 2 | -5
